ER stress rescue: rescue of cells from ER stress-induced death, primary screen, 384-well, CSM14.1, thapsigargin, ATP luminescence (AID 1222); 190,000 tested, under 10 active; cellular ATP content (survival), % at 20 µM; hits with a dose series show EC50 in µM; CSM14.1 thapsigargin-induced death rescue, ATP luminescence; higher % means a stronger effect;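 active = EC50 below 50 µM in the dose-response confirmation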;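 note: death triggered by thapsigargin at about 15 µM added after 2 h compound pretreatment; cell ATP read after overnight thapsigargin exposure of roughly 18 to 22 hours; normalized against plate controls of thapsigargin alone and 5% DMSO vehicle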
GPR35 arrestin U2OS: inhibition of zaprinast-stimulated GPR35 beta-arrestin translocation – imaging, U2OS, beta-arrestin-GFP, zaprinast agonist, primary screen (AID 2058); U2OS GPR35 beta-arrestin-GFP translocation imaging, zaprinast antagonism; higher % means a stronger effect; inhibition, % at 10 µM, or IC50 in µM where a hit was titrated; actives 0.052% (n = 290,000);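 active = inhibition of at least 50% with at least 30 cells and total cytoplasm GFP at most 10,000,000; inconclusive = under 30 cells or total GFP of 10,000,000 plus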
Dengue-2 NS5 capping: flavivirus cap methylation enzyme inhibition – biochemical, confirmation dose response, primary screen (AID 588689) | Dengue-2 NS5 methyltransferase capping enzyme assay, biochemical; higher % means a stronger effect | one-dose inhibition, % at 25 µM; IC50 in µM for titrated hits | actives 0.3% (n = 340,000); in the data active = a potency from the dose series; inconclusive = inhibition above about 29% without an active follow-up result
West Nile virus CPE: West Nile virus antiviral activity, cell-based, CPE readout (AID 1621); CPE inhibition, % at 10 µM; hits with a dose series show IC50 in µM; West Nile virus-infected cells, CPE inhibition; higher % means a stronger effect; actives 0.02% (n = 290,000); in the data active = a potency from the dose series; inconclusive = CPE inhibition mostly from about 3.7% at the one dose, without a potency; inactive = the rest, 99 in 100 with CPE inhibition below about 2.2%; note: strong numbers were not always called active
RSV antiviral HEp-2: inhibition of RSV-induced cytopathic effect – HEp-2 cells, primary 10 µM value included (AID 2391); HEp-2 cells, RSV-induced CPE inhibition; higher % means a stronger effect; actives 0.13% (n = 310,000); CPE inhibition, % at 10 µM, or IC50 in µM where a hit was titrated; in the data active = a potency from the dose series; inconclusive = CPE inhibition mostly from about 23% at the one dose, without a potency; inactive = the rest, 99 in 100 with CPE inhibition below about 21%; note: strong numbers were not always called active
LYP phosphatase: inhibitors of LYP phosphatase, biochemical, fluorescence intensity, uHTS (AID 1779). recombinant LYP phosphatase, fluorescence intensity; higher % means a stronger effect. one-dose inhibition, % at 11.5 µM; IC50 in µM for titrated hits. actives 0.054% (n = 290,000); in the data active = inhibition above about 50%;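 note: plate controls were vehicle with enzyme for no effect and no enzyme for full effect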
SV40 large T antigen: TAg ATPase/helicase activity blockers – biochemical (AID 1903); SV40 large T antigen ATPase/helicase inhibition assay; higher % means a stronger effect; inhibition, % at 20 µM; hits with a dose series show IC50 in µM; actives 0.39% (n = 310,000); in the data active = a potency from the dose series; inconclusive = inhibition mostly from about 32% at the one dose, without a potency; inactive = the rest, 99 in 100 with inhibition below about 32%; note: strong numbers were not always called active
Rac1 GTP hydrolysis: MgcRacGAP GTPase-activating activity inhibitors, confirmation, biochemical, ADP Hunter fluorescence | MgcRacGAP-stimulated Rac1 GTP hydrolysis, ADP Hunter fluorescence; higher % means a stronger effect; GST-tagged Rac1 F28L mutant substrate | inhibition, % at 30 µM; hits with a dose series show IC50 in µM | actives 0.6% (n = 340,000);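 active = first-screen hits whose inhibition reached a set limit at any dose in the follow-up dose series; inconclusive = inhibition above the set first-screen limit but never retested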;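 note: fluorescence reports GDP produced by GAP-driven GTP hydrolysis; strong numbers were not always called active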
Salmonella PhoP GFP: PhoP-dependent GFP reporter repression – Salmonella Typhimurium, primary screen (AID 1863); S. Typhimurium PhoP-regulated promoter GFP reporter, 4 h; higher % means a stronger effect; inhibition, % at 50 µM, or IC50 in µM where a hit was titrated; actives 0.16% (n = 300,000);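 active = inhibition over 29.93%, a cutoff 3 SD above the screen mean, later confirmed by dose response; inconclusive = inhibition over 29.93% but no dose response follow-up; inactive = inhibition at most 29.93% or unconfirmed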;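 note: 0% = low Mg2+ inducing control and 100% = high Mg2+ repressing control; strong numbers were not always called active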
Dengue-2 NS5 capping pilot replicate: recorded beside Dengue-2 NS5 capping, whose call it bears; inhibition, %; measured here: pilot screen replicate inhibition
* = called active by the depositor; u = inconclusive; x = not tested or not shown.

SMILES	ER stress rescue	GPR35 arrestin U2OS	Dengue-2 NS5 capping	West Nile virus CPE	RSV antiviral HEp-2	LYP phosphatase	SV40 large T antigen	Rac1 GTP hydrolysis	Salmonella PhoP GFP	others
Cc1cc(=O)[nH]c(SCC(=O)Nc2nc(-c3ccccc3)cs2)n1	-1.4%	2%	5%	x	12%	0%	15%	3%	-14%
COc1cc([N+](=O)[O-])ccc1NC(=O)CSc1ccccn1	0.5%	-8%	2%	-0.6%	4.5%	3%	-3%	-3%	4%
O=C(O)c1ccc(CSc2nnc(-c3ccncc3)n2CC2CCCO2)cc1 (stereo not drawn)	0.6%	-3%	-5%	1.0%	2.1%	-6%	5%	4%	13%
CCOC(=O)c1sc(NC(NC(=O)c2ccco2)(C(=O)OC)C(F)(F)F)nc1C (stereo not drawn)	0.8%	8%	0%	0.5%	1.9%	-6%	12%	1%	19%
COc1ccc(NC(=O)CCS(=O)(=O)c2ccc(Br)s2)cc1	x	6%	-5%	0.9%	4.2%	-1%	6%	2%	4%
COCCn1c(-c2ccccc2)nc(=S)c2c1CC(C)(C)OC2	-2.0%	14%	-19%	0.5%	-0.4%	3%	19%	1%	3%
CC[C@@]12C(=O)N(c3cccc(Br)c3)C(=O)N1[C@H](c1cccc(C)c1)[C@@H]1C(=O)N(Cc3ccccc3)C(=O)[C@@H]12	x	x	6%	x	0.7%	x	2%	9%	11%
CC(=O)Nc1cc2c(cc1NC(=O)Cn1nc(-c3ccccc3F)ccc1=O)OCCO2	1.6%	0%	-15%	-0.2%	1.5%	-4%	11%	9%	-1%
CC(=O)/C(C#N)=C1\NC(=O)C(Cc2ccc(F)cc2)S1 (stereo not drawn)	x	10%	3%	0.1%	13%	-3%	0%	4%	-3%
O=C(NN1C(=O)c2ccccc2C1=O)c1ccccc1[N+](=O)[O-]	-11%	-3%	-8%	0.2%	3.1%	-13%	9%	6%	-2%
O=C(COC(=O)c1ccccc1Br)NCCC1=CCCCC1	-0.7%	8%	-10%	-0.5%	1.5%	-2%	4%	2%	-8%
CCOC(=O)N1CCN(C(=O)CN2C(=O)NC(c3ccccc3)(c3ccccc3)C2=O)CC1	x	-24%	-4%	-0.5%	0.4%	-3%	9%	7%	-5%
C=CCN1C(=O)C(CC(=O)O)SC1=Nc1ccc(C)cc1 (stereo not drawn)	4.2%	-3%	-2%	0.6%	1.3%	-4%	4%	3%	7%
COc1cc(NC(=O)c2cccc(C)c2)ccc1NC(=O)c1cc2ccccc2o1	x	-4%	-5%	-0.5%	0.1%	-3%	5%	6%	-6%
O=C1NCCCc2c1oc1cc(Br)c(O)c(Br)c21	-1.8%	3%	u	0.9%	u	5%	u	u	6%
CC#CC(=O)NCC1(N(C)Cc2ccccc2)Cc2ccccc2C1	x	5%	-3%	-0.8%	2.5%	-11%	25%	9%	15%
Cc1ccccc1C(=O)Nc1ccc(Cl)cn1	-1.1%	-2%	6%	-0.5%	1.6%	-8%	7%	5%	2%
O=C(CCSc1nc2ccccc2o1)N1CCOCC1	-1.3%	-11%	-10%	0.5%	2.6%	-5%	19%	14%	-6%
O=C(NCCCN1CCOCC1)NC12CC3CC(CC(C3)C1)C2	-2.6%	-15%	-2%	0.0%	-2.5%	0%	7%	10%	6%
Cn1c(=O)[nH]c(=O)c2c1nc(CN(Cc1ccccc1)Cc1ccccc1)n2CCN1CCOCC1	-0.2%	1%	-1%	-0.6%	-1.0%	-11%	4%	-8%	3%
Cc1ccc(/C=C/C(=O)c2c(C)nc3ccccn23)cc1	1.6%	-6%	-8%	u	-1.0%	1%	3%	3%	2%	Dengue-2 NS5 capping pilot replicate=3.9
COc1cccc(NC(=O)CN(C)C(=O)CN2C(=O)NC(C)(c3ccc4ccccc4c3)C2=O)c1 (stereo not drawn)	x	x	-1%	x	18%	x	7%	6%	-8%
Cc1cc(C)cc(Oc2coc3c(CN(C)C)c(O)ccc3c2=O)c1	x	9%	3%	-0.3%	0.0%	-5%	5%	4%	11%	Dengue-2 NS5 capping pilot replicate=1.8
Cc1ccc2oc(=O)n(CCOc3ccccc3Cl)c2c1	-0.1%	-11%	1%	-0.3%	2.7%	-4%	10%	-2%	7%
CSCCC(NS(=O)(=O)c1ccccc1)C(=O)OCc1nc2ccsc2c(=O)[nH]1 (stereo not drawn)	x	x	-12%	x	-1.1%	x	9%	-2%	-2%

Following part
SMILES	ER stress rescue	GPR35 arrestin U2OS	Dengue-2 NS5 capping	West Nile virus CPE	RSV antiviral HEp-2	LYP phosphatase	SV40 large T antigen	Rac1 GTP hydrolysis	Salmonella PhoP GFP	others
O=C(/C=C/c1ccc(Cl)cc1)N1CCN(c2ccc([N+](=O)[O-])c(N3CCOCC3)c2)CC1	-0.1%	-16%	-8%	-0.9%	5.6%	-3%	6%	9%	-1%
COc1ccc(Nc2ccc3c(c2)=NC2(CCCCC2)[N+]=3[O-])cc1	1.1%	13%	41%	-2.6%	1.0%	-5%	-56%	9%	30%
COc1ccccc1CNC(=O)CSc1nc(-c2ccccc2)cn1N	-2.3%	-1%	2%	-1.1%	1.1%	-6%	3%	9%	-5%
O=C(N/N=C/c1ccc2c(c1)OCO2)/C(=C/c1ccc2c(c1)OCO2)NC(=O)c1ccccc1	-0.6%	6%	-1%	x	2.0%	0%	18%	-2%	-2%
CCCC(C(=O)Nc1ccncc1)c1ccccc1 (stereo not drawn)	x	-5%	-4%	0.1%	1.9%	3%	8%	5%	1%
CCOc1ncccc1C(=O)Nc1nc(SC)ns1	0.7%	-3%	-2%	-1.1%	1.9%	-3%	3%	-5%	-7%
O=C(OCC(=O)c1ccc[nH]1)c1ccc2ccccc2n1	-0.2%	-10%	-6%	0.6%	0.3%	-5%	5%	0%	-1%
COc1ccc(NC(=O)Nc2ccc(OC)c(OC)c2)c([N+](=O)[O-])c1	-2.2%	-8%	-3%	0.3%	2.6%	-2%	-3%	7%	-11%
Cc1nc(/C(N)=N/OC(=O)Cc2ccccc2)no1	0.9%	-6%	3%	0.2%	1.1%	-4%	2%	5%	0%
CCCN1CCN(CCCNC(=S)Nc2ccc(OC)cc2)CC1	-0.6%	10%	-6%	0.0%	-0.2%	-2%	9%	6%	0%
CCCCNc1nc(-c2ccccc2)nc(-n2ccnc2)n1	-1.5%	9%	-4%	-0.3%	2.6%	-2%	2%	6%	-13%
CCCN1Cc2cccc(C(=O)Nc3ccc(C)cc3)c2C1=O	-0.7%	-12%	2%	-0.4%	0.4%	-2%	-3%	5%	7%
CCOc1ccc(OCCSc2nc3ccccc3c(=O)[nH]2)cc1	-0.3%	6%	0%	0.9%	0.6%	-1%	-3%	5%	2%
CCN1CCN(c2ncnc3c2c(-c2ccccc2)cn3-c2ccc(F)cc2)CC1	-0.7%	18%	-2%	-0.4%	-3.4%	-3%	-4%	2%	0%
S=C(NC1CCCCC1)N1CCN(c2ncccn2)CC1	-1.1%	2%	-7%	0.8%	2.2%	-8%	7%	3%	-9%
CCCCn1c(N)c(N(CCOC)C(=O)CCCc2nc3ccccc3c(=O)[nH]2)c(=O)[nH]c1=O	x	x	-4%	x	0.2%	x	8%	2%	-5%
Oc1ccc(-c2nc3ccccc3nc2-c2ccccc2)cc1	x	-5%	-6%	0.3%	13%	-8%	0%	-2%	10%
C/C(CC(=O)Nc1cccc(Cl)c1Cl)=N\NC(=O)C(=O)N1CCCC1	x	-1%	-4%	-0.3%	2.5%	-5%	2%	9%	6%
COC(=O)c1cc2ccsc2n1Cc1cccc(F)c1	-2.1%	1%	-2%	-1.3%	0.0%	2%	-2%	3%	-7%
CN1/C(=C\C(=O)CSc2cccc[n+]2[O-])C(C)(C)c2ccccc21	0.0%	7%	-12%	1.2%	5.3%	-4%	-1%	4%	3%
Cc1cc(=O)oc2c3c(cc(OCC(=O)NCCC(=O)N[C@@H](C)C(=O)O)c12)OC(C)(C)CC3	x	-18%	1%	1.1%	1.2%	-20%	0%	5%	1%
COC(=O)C(NC(=O)C(C)Oc1ccccc1)C(C)C (stereo not drawn)	-2.2%	-5%	-6%	0.0%	0.4%	-9%	-1%	5%	16%
CS(=O)(=O)N1CCN(C(=O)c2cc(-c3cccnc3)nc3ccc(Cl)cc23)CC1	-2.8%	-8%	1%	1.1%	2.9%	6%	21%	-3%	-6%
Cc1cccc[n+]1CC(=O)c1ccc(Cl)cc1	x	x	-27%	-0.2%	0.0%	x	6%	10%	5%	Dengue-2 NS5 capping pilot replicate=-14
CN1c2ccccc2C(C)(C)C12C=Cc1cc(O)ccc1O2 (stereo not drawn)	-1.2%	-4%	-3%	1.4%	10%	9%	25%	14%	16%

The results go on:
SMILES	ER stress rescue	GPR35 arrestin U2OS	Dengue-2 NS5 capping	West Nile virus CPE	RSV antiviral HEp-2	LYP phosphatase	SV40 large T antigen	Rac1 GTP hydrolysis	Salmonella PhoP GFP	others
COc1cccc(NC(=O)c2oc3ccccc3c2NC(=O)c2ccc3c(c2)OCO3)c1	-1.4%	-17%	-1%	1.4%	0.8%	1%	2%	4%	-9%
CC(C)(C)c1ccc(OCC(=O)N2CCN(C=O)CC2)cc1	-1.2%	-18%	-2%	0.1%	2.0%	-5%	16%	2%	-2%
CCOC(=O)C1(Cc2cccc(OC)c2)CCCN(C(=O)c2cc(C)on2)C1 (stereo not drawn)	x	-7%	-1%	-0.6%	0.5%	-9%	3%	7%	-5%
CC(C)c1ccc(N=c2c([N+](=O)[O-])nn(-c3ccc4c(c3)OCCO4)n2O)cc1	-0.9%	1%	6%	-0.7%	1.7%	-2%	3%	12%	4%
O=C(NCCCN1CCOCC1)c1cccc(S(=O)(=O)NCc2ccccc2)c1	x	x	-7%	x	-2.4%	x	9%	8%	-8%
CCN(C(=O)COc1ncnc2sccc12)c1ccccc1	-4.9%	-3%	-7%	1.0%	0.5%	-5%	6%	4%	3%
CCOC(=O)c1c(CSCc2ccccc2)oc2ccc(O)c(CN(C)C)c12	x	-6%	-5%	12%	u	-6%	11%	10%	-5%
COc1ccccc1CCN=C(N)NS(=O)(=O)c1ccccc1	-1.4%	-8%	-9%	-0.2%	0.7%	-9%	32%	6%	-11%
COc1ccc(C2C(C(=O)c3ccco3)=C(O)C(=O)N2c2nnc(C)s2)cc1 (stereo not drawn)	-0.3%	-7%	2%	0.1%	0.8%	6%	4%	4%	4%
COc1cccc(/C=N/Nc2ncnc3scc(-c4ccccc4)c23)c1OC	-1.1%	-2%	-3%	2.1%	1.4%	0%	15%	6%	9%
COCCCNC(=O)c1ccc(N(C)S(=O)(=O)c2ccc(OC)cc2)cc1	-2.3%	0%	-1%	0.3%	0.0%	-1%	1%	5%	2%
Cn1ncc2c(Nc3ccc4ccccc4c3)ncnc21	-0.4%	-6%	-2%	-0.7%	6.3%	-2%	13%	4%	-9%

Bioassay records as filed in PubChem.
